NOD2-RIPK2 inh – NOD2-RIPK2 binding disruptors in cells, primary screen, fluorescence, CHO cells, BLA complementation. Receptor-interacting serine/threonine-protein kinase 2 (Homo sapiens), O43353. 360,000 compounds, 0.38% hits. AID 624267, 2012. CCF4 ratio. inhibition, % at 4.98 µM; in the data active = inhibition above about 21%;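 note: 0% = vehicle only and 100% = reference blocker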
Target sequence (O43353 whole entry, looked up): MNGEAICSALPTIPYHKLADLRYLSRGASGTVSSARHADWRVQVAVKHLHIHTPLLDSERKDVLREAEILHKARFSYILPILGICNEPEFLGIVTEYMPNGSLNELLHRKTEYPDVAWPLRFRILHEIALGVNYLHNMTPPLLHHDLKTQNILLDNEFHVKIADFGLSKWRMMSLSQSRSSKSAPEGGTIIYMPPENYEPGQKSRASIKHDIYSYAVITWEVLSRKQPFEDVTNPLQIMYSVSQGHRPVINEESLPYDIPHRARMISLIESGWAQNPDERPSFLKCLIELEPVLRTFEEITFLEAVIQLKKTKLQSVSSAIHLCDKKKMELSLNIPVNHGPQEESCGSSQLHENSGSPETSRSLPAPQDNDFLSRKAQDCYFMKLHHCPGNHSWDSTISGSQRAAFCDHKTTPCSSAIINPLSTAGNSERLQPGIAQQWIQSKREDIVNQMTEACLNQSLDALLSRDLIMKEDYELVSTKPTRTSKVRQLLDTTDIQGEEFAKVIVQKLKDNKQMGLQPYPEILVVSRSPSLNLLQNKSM
SRC1 inh – SRC1 coactivator transcriptional activity inhibitors, primary screen, cell-based, luminescence | HEK293 GAL4-SRC1 luciferase reporter | 360,000 compounds, 0.12% hits | inhibition, % at 3.6 µM | Nuclear receptor coactivator 1 (Homo sapiens), Q15788 | AID 588354, 2011;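 active = inhibition above the campaign mean plus 3 SD, with each screening campaign given its own cutoff, cut at about 60% in these data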;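 note: 0% = DMSO treated cells and 100% = gossypol at 36 µM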
SRC2 inh – inhibition of GAL4-SRC2 driven luciferase reporter, primary screen, SRC2 inhibitor project, cell-based, luminescence. Nuclear receptor coactivator 2 (Homo sapiens), Q15596. HEK293 GAL4-SRC2 luciferase reporter. inhibition, % at 9 µM. 370,000 compounds, 0.17% hits. AID 651957, 2012;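 active = inhibition above the mean inhibition of all tested compounds plus 3 SD, set per campaign, cut at about 52% in these data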;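 note: 0% = DMSO treated cells and 100% = cells given Gossypol at 36 µM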
EBV LMP1 NFkB – EBV LMP1-driven NF-kappaB luciferase reporter inhibitors, primary screen, cell-based, luminescence, single point. LMP1-induced NF-kappaB luciferase reporter cells. inhibition, % at 12.5 µM. 350,000 compounds, 0.69% hits; in the data active = inhibition above about 41%;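 note: 0% = neutral control wells and 100% = reference inhibitor control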
TLR9-MyD88 block – inhibitors of TLR9-MyD88 association in cells, primary screen, cell-based, CHO, BLA complementation, fluorescence. CCF4 FRET ratio. AID 504734, 2011. inhibition, % at 4.98 µM. 340,000 compounds, 0.21% hits;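 active = inhibition above the mean over all tested compounds plus 3 SD, cut at about 21% in these data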;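 note: 0% = DMSO only wells and 100% = clavulanate BLA inhibitor control wells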
TWEAK Fn14 block – inhibitors of TWEAK-Fn14 signaling, primary screen, luciferase reporter cells, uHTS. TWEAK-stimulated Fn14 reporter cells, luciferase luminescence, 8 h. AID 1159606, 2016. inhibition, % at 10 µM. 360,000 compounds, 2% hits; in the data active = inhibition above about 50%
SRC3 inh – SRC3 coactivator transcriptional activity inhibitors, primary screen, cell-based, luminescence | Nuclear receptor coactivator 3 (Homo sapiens), Q9Y6Q9 | HEK293 GAL4-SRC3 luciferase reporter | inhibition, % at 3.6 µM | 360,000 compounds, 0.17% hits | AID 588352, 2011;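 active = inhibition above a per-campaign cutoff, the mean of all compounds plus 3 SD, cut at about 60% in these data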;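 note: 0% = DMSO-treated cells and 100% = gossypol-treated cells at 36 µM; higher means less SRC3-driven luciferase light from the GAL4 reporter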
TROY NFkB inh – inhibitors of TROY-driven NF-kB signaling, primary screen, Q293 LMP1-TROYcd cells, NF-kB luciferase, uHTS; Q293 LMP1-TROYcd NF-kB luciferase reporter, 4 h; inhibition, % at 10 µM; 360,000 compounds, 0.98% hits;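 active = compounds whose plate-normalised and pattern-corrected inhibition of the luciferase reporter signal at the single screening dose is 50% or more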
COUP-TFII inh – NR2F2 transcriptional activity inhibitors, primary screen, cell-based, luciferase reporter, HEK293T, luminescence. AID 686940, 2013. inhibition, % at 8.6 µM. HEK293T NGFI-A luciferase reporter. 370,000 compounds, 0.7% hits. COUP transcription factor 2 (Homo sapiens), P24468;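 active = inhibition above a per-plate cutoff, mean inhibition of test wells between control levels plus 3 SD, cut at about 38% in these data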;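 note: cells cotransfected with COUP-TFII expression vector driving the NGFI-A reporter; 0% = median of COUP-TF2 test wells and 100% = reporter-only cells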
C8 TRAIL sens – viability loss with TRAIL in NB7+C8 cells, primary screen, TRAIL sensitizer project, cell-based, ATPlite luminescence; AID 624354, 2012; inhibition (viability loss, TRAIL sensitization), % at 10 µM; 360,000 compounds, 1% hits;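 active = compounds causing at least 50% loss of cell viability in the single-dose screen, relative to plate controls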
LRH-1 inv ag – LRH-1 (NR5A2) inverse agonists, primary screen, cell-based, luminescence, HEK293T, StAR-luciferase reporter; Nuclear receptor subfamily 5 group A member 2 (Homo sapiens), O00482; LRH-1 transfected, 24 h; inhibition, % at 3.6 µM; 360,000 compounds, 0.13% hits; AID 602396, 2012;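 active = inhibition above the mean inhibition of all tested compounds plus 3 SD, cut at about 73% in these data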;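 note: 0% = DMSO wells and 100% = reporter-only cells lacking LRH-1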
Target sequence (O00482 whole entry, looked up): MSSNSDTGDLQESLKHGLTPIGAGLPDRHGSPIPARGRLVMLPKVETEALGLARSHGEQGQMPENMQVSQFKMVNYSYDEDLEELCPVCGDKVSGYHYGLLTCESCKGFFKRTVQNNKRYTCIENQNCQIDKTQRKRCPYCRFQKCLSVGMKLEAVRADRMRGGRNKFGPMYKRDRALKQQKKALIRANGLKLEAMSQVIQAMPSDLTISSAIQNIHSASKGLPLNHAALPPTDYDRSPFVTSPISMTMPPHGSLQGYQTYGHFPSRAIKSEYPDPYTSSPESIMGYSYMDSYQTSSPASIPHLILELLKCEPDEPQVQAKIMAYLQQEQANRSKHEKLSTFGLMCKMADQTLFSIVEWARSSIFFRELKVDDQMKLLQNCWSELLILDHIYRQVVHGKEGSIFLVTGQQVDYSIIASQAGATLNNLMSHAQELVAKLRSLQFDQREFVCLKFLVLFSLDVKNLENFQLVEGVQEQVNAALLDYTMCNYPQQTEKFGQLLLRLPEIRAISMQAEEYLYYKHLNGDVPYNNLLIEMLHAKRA
The depositor's hits bear a star. The list is partial; count on the stated rates, not on these rows.

Cc1ccc2c(c1)C(=O)C(=O)N2CCCOc1ccccc1C was read as NOD2-RIPK2 inh 5, SRC1 inh -8, SRC2 inh -52, EBV LMP1 NFkB -8, TLR9-MyD88 block 5, TWEAK Fn14 block -10, SRC3 inh 6, TROY NFkB inh -29, COUP-TFII inh -4, C8 TRAIL sens -5 and LRH-1 inv ag -1.
CCC(=O)Oc1ccc(C(=O)Nc2cccc(C(=O)NC(C)(C)C)c2)cc1 was read as NOD2-RIPK2 inh 3, SRC1 inh -4, SRC2 inh -10, EBV LMP1 NFkB 2, TLR9-MyD88 block -2, TWEAK Fn14 block -5, SRC3 inh 10, TROY NFkB inh 16, COUP-TFII inh -10, C8 TRAIL sens 7 and LRH-1 inv ag 14.
Cc1ccc(S(=O)(=O)NCCS(=O)(=O)N2CCN(c3ccc(F)cc3)CC2)cc1 was read as NOD2-RIPK2 inh -4, SRC1 inh 7, SRC2 inh -32, EBV LMP1 NFkB -9, TLR9-MyD88 block -7, TWEAK Fn14 block -12, SRC3 inh 13, TROY NFkB inh -3, COUP-TFII inh 5, C8 TRAIL sens -3 and LRH-1 inv ag 16.
For c1ccc2cc(Sc3ncnc4c3oc3ccccc34)ccc2c1 the results were NOD2-RIPK2 inh 5, SRC1 inh 4, SRC2 inh -16, EBV LMP1 NFkB -6, TLR9-MyD88 block 2, TWEAK Fn14 block -26, SRC3 inh 3, TROY NFkB inh -57, COUP-TFII inh 4, C8 TRAIL sens 4 and LRH-1 inv ag 4.
`CCCN(CC1CC1)C(=O)COc1ccccc1C(=O)NCc1ccccc1` gave NOD2-RIPK2 inh -7, SRC1 inh -31, SRC2 inh -25, EBV LMP1 NFkB -4, TLR9-MyD88 block 5, TWEAK Fn14 block 9, SRC3 inh -8, TROY NFkB inh 1, COUP-TFII inh 5, C8 TRAIL sens 6 and LRH-1 inv ag -17.
COc1cccc(NC(=O)CCCCCn2nnc3ccccc3c2=O)c1 was read as NOD2-RIPK2 inh 3, SRC1 inh 9, SRC2 inh 7, EBV LMP1 NFkB -3, TLR9-MyD88 block -15, TWEAK Fn14 block -16, SRC3 inh 6, TROY NFkB inh -21, COUP-TFII inh 0, C8 TRAIL sens 6 and LRH-1 inv ag -11.
CC(C)Cc1csc(=S)[nH]1 was read as NOD2-RIPK2 inh 0, SRC1 inh -32, SRC2 inh 10, EBV LMP1 NFkB 1, TLR9-MyD88 block -7, TWEAK Fn14 block 2, SRC3 inh 0, TROY NFkB inh -19, COUP-TFII inh 7, C8 TRAIL sens -10 and LRH-1 inv ag -18.
CCCS(=O)(=O)NC(=O)C1(C)CCCN(C(=O)c2ccccc2F)C1 (configuration not stated) was read as NOD2-RIPK2 inh 3, SRC1 inh 7, SRC2 inh 2, TWEAK Fn14 block 4, SRC3 inh -5, TROY NFkB inh 9, COUP-TFII inh 11, C8 TRAIL sens -1 and LRH-1 inv ag -1.
Cc1ccc(CNC(=O)c2cn(C3CCCCC3)c(=O)c3c2c2ccccc2n3C)o1 was read as NOD2-RIPK2 inh -10, SRC1 inh -7, SRC2 inh 9, EBV LMP1 NFkB -17, TLR9-MyD88 block -9, TWEAK Fn14 block 2, SRC3 inh 8, TROY NFkB inh -13, COUP-TFII inh 18, C8 TRAIL sens 4 and LRH-1 inv ag 1.
`S=c1nc[nH]c2c1ncn2C1CCCO1` (configuration not stated) gave NOD2-RIPK2 inh -5, SRC1 inh -79, SRC2 inh 8, EBV LMP1 NFkB -87, TLR9-MyD88 block -4, TWEAK Fn14 block -21, SRC3 inh -29, TROY NFkB inh 10, COUP-TFII inh 20, C8 TRAIL sens 73* and LRH-1 inv ag 6.
`Cc1cc(C(=O)C(C)OC(=O)C2=NNC(=O)CC2)c(C)n1-c1ccc(OC(F)F)cc1` (configuration not stated) gave NOD2-RIPK2 inh -1, SRC1 inh -5, SRC2 inh 31, EBV LMP1 NFkB -2, TLR9-MyD88 block 1, TWEAK Fn14 block 8, SRC3 inh -7, COUP-TFII inh 9, C8 TRAIL sens -4 and LRH-1 inv ag 19.
For Cn1c(NCCc2ccncc2)nc2cc(-c3ccsc3)sc2c1=O the results were NOD2-RIPK2 inh 2, SRC1 inh -9, SRC2 inh -16, TWEAK Fn14 block -19, SRC3 inh -9, TROY NFkB inh -4, COUP-TFII inh -35, C8 TRAIL sens 15 and LRH-1 inv ag 13.
Screening COc1ccc(S(=O)(=O)N[C@@H](CSCc2ccccc2)C(=O)O)cc1 returned NOD2-RIPK2 inh -6, SRC1 inh 4, SRC2 inh -3, EBV LMP1 NFkB -1, TLR9-MyD88 block -10, TWEAK Fn14 block -8, SRC3 inh -12, TROY NFkB inh -6, COUP-TFII inh -17, C8 TRAIL sens 5 and LRH-1 inv ag 23.
Screening O=c1nc(Nc2ccccc2)oc2ccccc12 returned NOD2-RIPK2 inh 1, SRC1 inh -126, SRC2 inh -77, EBV LMP1 NFkB -14, TLR9-MyD88 block -2, TWEAK Fn14 block -17, SRC3 inh -36, TROY NFkB inh -64, COUP-TFII inh -31, C8 TRAIL sens 1 and LRH-1 inv ag -134.
`CCOc1ccc(NC(=O)CN(C)C(=O)CC2OC(=O)c3ccccc32)cc1OCC` (configuration not stated) gave NOD2-RIPK2 inh -1, SRC1 inh -8, SRC2 inh -15, EBV LMP1 NFkB -3, TLR9-MyD88 block -1, TWEAK Fn14 block 7, SRC3 inh -10, TROY NFkB inh -7, COUP-TFII inh 11, C8 TRAIL sens -14 and LRH-1 inv ag -7.
Screening O=C(N[C@@H](Cc1c[nH]c2ccccc12)C(=O)O)c1ccc(Cl)cc1 returned NOD2-RIPK2 inh -2, SRC1 inh 14, SRC2 inh -18, EBV LMP1 NFkB 0, TLR9-MyD88 block -7, TWEAK Fn14 block -14, SRC3 inh 9, TROY NFkB inh -24, COUP-TFII inh 4, C8 TRAIL sens -7 and LRH-1 inv ag 13.
CC1(C)CC(=O)C2=C(C1)N=C1SCCC(=O)N1C2c1ccc(C(F)(F)F)cc1 (configuration not stated) was read as NOD2-RIPK2 inh -16, SRC1 inh 3, SRC2 inh 3, EBV LMP1 NFkB -2, TLR9-MyD88 block 1, TWEAK Fn14 block 2, SRC3 inh 15, TROY NFkB inh 17, COUP-TFII inh -1, C8 TRAIL sens -17 and LRH-1 inv ag 10.
N#Cc1nc(-c2ccccc2)oc1N1CCC(C(N)=O)CC1 was read as NOD2-RIPK2 inh -7, SRC1 inh -5, SRC2 inh -22, EBV LMP1 NFkB -3, TLR9-MyD88 block 0, TWEAK Fn14 block -8, SRC3 inh 1, TROY NFkB inh -32, COUP-TFII inh -20, C8 TRAIL sens 1 and LRH-1 inv ag -11.
For CCc1ccc(NC(=O)COC(=O)CCCC2=NS(=O)(=O)c3ccccc3N2)cc1 the results were NOD2-RIPK2 inh -6, SRC1 inh -13, SRC2 inh 0, EBV LMP1 NFkB 1, TLR9-MyD88 block -4, TWEAK Fn14 block -3, SRC3 inh 11, TROY NFkB inh 6, COUP-TFII inh 18, C8 TRAIL sens -5 and LRH-1 inv ag -9.
For O=C(Cc1csc(NC(=O)c2ccc(F)cc2)n1)NO the results were NOD2-RIPK2 inh -1, SRC1 inh -13, SRC2 inh 13, EBV LMP1 NFkB -6, TLR9-MyD88 block 10, TWEAK Fn14 block -10, SRC3 inh 11, TROY NFkB inh -1, COUP-TFII inh 17, C8 TRAIL sens 13 and LRH-1 inv ag 9.
Cc1cc(C)c2nc(-c3ccccn3)cc(C(=O)Nc3ccc(S(=O)(=O)Nc4cc(C)on4)cc3)c2c1 was read as NOD2-RIPK2 inh -12, SRC1 inh -18, SRC2 inh 1, EBV LMP1 NFkB -11, TLR9-MyD88 block -1, TWEAK Fn14 block 16, SRC3 inh -10, TROY NFkB inh 14, COUP-TFII inh 0, C8 TRAIL sens 16 and LRH-1 inv ag -13.
Screening c1ccc(N2CCN(c3ccccc3)C2c2ccncc2)cc1 returned NOD2-RIPK2 inh -3, SRC1 inh -3, SRC2 inh -14, EBV LMP1 NFkB 7, TLR9-MyD88 block -5, TWEAK Fn14 block -21, SRC3 inh 4, TROY NFkB inh -14, COUP-TFII inh -2, C8 TRAIL sens 4 and LRH-1 inv ag -7.
Screening COC(=O)c1c(C(=O)OC)c(-c2cccc(F)c2)n2c1CS(=O)C2 (configuration not stated) returned NOD2-RIPK2 inh 6, SRC1 inh 1, SRC2 inh 25, EBV LMP1 NFkB 3, TLR9-MyD88 block -8, TWEAK Fn14 block 12, SRC3 inh 5, TROY NFkB inh 12, COUP-TFII inh 0, C8 TRAIL sens -4 and LRH-1 inv ag 12.
Screening O=C(CS(=O)(=O)c1cn(Cc2ccc(Cl)cc2)c2ccccc12)N1CCOCC1 returned NOD2-RIPK2 inh -2, SRC1 inh 5, SRC2 inh -11, EBV LMP1 NFkB -2, TLR9-MyD88 block 2, TWEAK Fn14 block 1, SRC3 inh 6, TROY NFkB inh -9, COUP-TFII inh 26, C8 TRAIL sens 9 and LRH-1 inv ag -3.
Screening CC(C(=O)Nc1ccccn1)c1ccccc1 (configuration not stated) returned NOD2-RIPK2 inh -3, SRC1 inh -1, SRC2 inh 13, EBV LMP1 NFkB 8, TLR9-MyD88 block -9, TWEAK Fn14 block -11, SRC3 inh 7, TROY NFkB inh -11, COUP-TFII inh 0, C8 TRAIL sens 6 and LRH-1 inv ag 12.
Screening Cc1ccc(CC2C(=O)N(CC(=O)O)C(=O)C2C)cc1 (configuration not stated) returned NOD2-RIPK2 inh -12, SRC1 inh -10, SRC2 inh 8, EBV LMP1 NFkB 2, TLR9-MyD88 block -5, TWEAK Fn14 block 10, SRC3 inh 3, TROY NFkB inh -6, COUP-TFII inh 9, C8 TRAIL sens -2 and LRH-1 inv ag -12.
For Nc1cc(Cl)nnc1Cl the results were NOD2-RIPK2 inh 2, SRC1 inh -13, SRC2 inh -19, EBV LMP1 NFkB -8, TLR9-MyD88 block -1, TWEAK Fn14 block 16, SRC3 inh 1, TROY NFkB inh 5, COUP-TFII inh -12, C8 TRAIL sens 2 and LRH-1 inv ag 7.
